Bioassay records as filed in PubChem.
T cell HTS: T cell immune modulation candidate. 2C CD8+ T cell-vesicle binding, flow cytometry; stronger effect = lower value. AID 2052. 330,000 tested, 0.068% active. calls only at 7 µM;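 active = response, share of CD8 T cells binding vesicles, and their 90th percentile fluorescence all below set limits, cut at about 80% in these data, passing the limit was not always enough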
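Assay system: 2C TCR transgenic mouse naive CD8+ T cells, MACS-purified | Read-out: CD8+ gate FL2 mean fluorescence as % of same-row positive control | Signal: High-throughput flow cytometry with anti-B7-1 and anti-CD8 staining | Timing: Binding step 1.5 h, 37 °C, antibody labelling 20 min, ice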
Dynein transport: dynein cargo transport inhibition; z-score, hits read low; 220,000 tested, 0.47% active; 3617.4 mouse cells, GR-EGFP nuclear translocation imaging; test concentration mostly 20 µM; stimulated with dexamethasone, 1 µM; stronger effect = lower value; AID 1381;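 active = plate z-score of nuclear minus cytoplasmic receptor signal below a set negative limit, without overly bright fluorescence or cell loss, cut at about -3.5 in these data, passing the limit was not always enough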;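 also: z-score of nuclear minus cytoplasmic ring GR-EGFP intensity difference per well; some compounds called inactive have numbers as strong as hits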
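Schedule: 48 h induction, then 1 h compound, then 30 min agonist, 37 °C. Buffer or medium: tetracycline-free induction medium containing charcoal-stripped FBS. Reagent: 1.0 µM final dexamethasone stimulus. Evaluation: nuclear versus cytoplasmic GR-EGFP signal, averaged per well. Signal: high-content fluorescence imaging after fixation.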
Hep lipid drop: modulators of hepatic lipid droplet formation; AML12 mouse hepatocytes, oleate lipid droplets, BODIPY imaging; inhibition, % at 6.5 µM; 240,000 tested, 0.4% active;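 active = lipid droplet intensity inhibited by at least 50%, with more than 500 cells counted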
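Assay system: AML12 mouse liver cells | Compound: 6.5 µM single-point dosing | Schedule: Overnight exposure | Technique: Fluorescence imaging, 20x objective, two fields per well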
PMI inhibitors: inhibitors of human PMI, primary screen, biochemical, fluorescence intensity, coupled assay (AID 1209). 190,000 tested, 0.42% active. one-dose inhibition, % at 20 µM; IC50 in µM for titrated hits. purified PMI enzyme, coupled fluorescence intensity; higher % means a stronger effect; in the data active = inhibition above about 50%;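 also: plate controls were DMSO vehicle for no effect and wells lacking substrate for full effect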
b-catenin transl: alters nuclear translocation of beta-catenin in HeLa cells | immunofluorescence imaging | nuclear translocation activity, % at 5 µM | 190,000 tested, 0.3% active;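 active = nuclear translocation activity above 50% at 5 µM, with a well cell count of 50 or more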;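 also: per-cell ratio of nuclear to cytoplasmic median beta-catenin stain intensity; plate controls were DMSO negative control for no effect and GSK-3 inhibitor IX positive control for full effect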
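Assay system: human HeLa cells, native beta-catenin; doses: 5 µM primary, 0.02–20 µM confirmation; incubation: compound treatment 24 h, 37°C, 5% CO2; technique: fluorescence imaging of beta-catenin antibody stain plus DAPI; measure: % activation, nuclear-to-cytoplasmic median beta-catenin signal ratio per cell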
TNAP activators: human TNAP enzyme activators, primary screen, biochemical, luminescent, no phosphate acceptor, uHTS (AID 1001) | purified TNAP, luminescent activation assay, no phosphate acceptor; higher activation fold means a stronger effect | activation fold at 20 µM, or EC50 in µM where a hit was titrated | 200,000 tested, 0.03% active; in the data active = activation fold from about 3, or a potency from the dose series; inactive = the rest, 99 in 100 with activation fold below about 1.6; also: many of its hits are not listed in these tables
Myeloid diff 2: promotes myeloid progenitor differentiation. ER-HoxA9 myeloid progenitors, lysozyme-GFP differentiation, flow cytometry. calls only at 10 µM. 360,000 tested, 1% active;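 active = normalized GFP-positive differentiation at or above the plate's own cutoff, the solvent-only control mean plus 3 SD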;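 also: cells exposed to compound for four days before flow analysis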
Ins promoter up: MIN6 insulin promoter up-regulation. AID 1625. MIN6 insulin promoter-GFP reporter, high-content imaging; stronger effect = higher value. 190,000 tested, 0.3% active. z-score at 5 µM;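 active = z-score above 3 at 5 µM with at least 500 cells counted in the well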
MT stabilizer: microtubule stabilization, imaging screen. HeLa tubulin immunostaining HCS, 24 h; share of cells brighter than vehicle mean+2SD. % tubulin-high responders, % at 10 µM. 200,000 tested, 0.83% active. AID 2205;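 active = plate Z-score above 3 for both tubulin-high and condensed-nucleus cell shares, with cell loss under 80%, at 10 µM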;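 also: anti alpha tubulin signal scored within the nucleus-defined area of each cell; some results filed as inactive read as strong as hits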
Dynein transport cytoplasmic EGFP: recorded beside Dynein transport, whose call it bears; z-score; measured here: cytoplasmic GR-EGFP intensity; stronger effect = higher value
Dynein transport nuclear GR-EGFP: further read-out of Dynein transport, marked with its call; z-score; measured here: nuclear GR-EGFP intensity;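 lower value marks the stronger effect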
Dynein transport cell count: recorded beside Dynein transport, whose call it bears; z-score; measured here: cell count per field
Ins promoter up cell count: further read-out of Ins promoter up, marked with its call; cell count; measured here: cytotoxicity, nuclei count;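 total cells summed across four imaged fields per well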
Hep lipid drop cells 6.5 µM: further read-out of Hep lipid drop, marked with its call; cell count; measured here: cell count, cytotoxicity flag;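 cells counted across two imaged fields per well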
b-catenin transl cell count 5 µM: also measured in b-catenin transl; calls as there; cell count; measured here: cell count, cytotoxicity flag
T cell HTS vesicle-bound %: recorded beside T cell HTS, whose call it bears; double positive events, %; measured here: CD8+ vesicle-bound cell fraction;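 binding gate set so that unloaded-vesicle control wells show 10% double positive cells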
MT stabilizer Hoechst-high %: further read-out of MT stabilizer, marked with its call; % Hoechst-high responders; measured here: nuclear condensation Hoechst responders;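 share of cells brighter than vehicle mean plus two SD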
MT stabilizer cytotoxicity %: recorded beside MT stabilizer, whose call it bears; toxicity, %; measured here: cytotoxicity by cell density;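 0% = mean cell density of plate MIN control wells and 100% = no cells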
Myeloid diff 2 GFP+ MAC1+ %: also measured in Myeloid diff 2; calls as there; GFP+ MAC1+ double positive, %; measured here: differentiation confirmed by MAC1 staining
* marks the source's active call; other numbers are inactive results; i = inactive; · = no result given.

1. CCC(C)(C)c1nnc(NC(=O)c2ccc([N+](=O)[O-])cc2)s1
2. CC(=O)c1c(C)[nH]c(C(=O)N(C)C(c2ccccc2)c2ccccc2)c1C
3. O=C1OCCC1Sc1nnc(-c2cccs2)n1Cc1ccccc1 (stereo not drawn)
4. COc1cccc(C(=O)Nc2ccccc2C(=O)N2CCCC2)c1
5. CCN(CCNC(=O)C1CC(=O)N(CCc2ccccc2)C1)c1ccccc1 (stereo not drawn)
6. CN1CC(=O)N(CC(=O)NCc2ccc(F)cc2)c2ccccc2C1=O
7. CC(=O)N1CCC(=NNc2ccc(S(N)(=O)=O)cc2[N+](=O)[O-])CC1
8. CC(C)(C)NC(=O)COC(=O)c1ccc(F)cc1Cl

compound no.	1	2	3	4	5	6	7	8
T cell HTS	i	i	i	i	i	i	i	i
T cell HTS vesicle-bound %	50	56	9	48	34	41	20	35
Dynein transport	-0.13	-0.45	0.72	-0.6	-1.1	0.11	-0.17	-0.13
Dynein transport cytoplasmic EGFP	-0.26	-0.16	0.14	-0.1	0.03	-0.2	-0.26	-0.22
Dynein transport nuclear GR-EGFP	-0.024	-0.22	1.3	-0.052	-0.82	0.17	-0.055	-0.19
Dynein transport cell count	0.32	0.21	-1.6	0.61	0.84	-0.21	-0.33	0.24
Hep lipid drop	3	13	·	-12	·	1	0	-12
Hep lipid drop cells 6.5 µM	746	675	·	782	·	743	714	702
PMI inhibitors	2%	9%	-1%	4%	14%	19%	·	-24%
b-catenin transl	·	-0.7	·	·	0.4	2.4	1.4	-1.3
b-catenin transl cell count 5 µM	·	1035	·	·	1343	1186	1281	1188
TNAP activators	1.1	1.1	1	1.1	1.1	1.1	·	1.1
Myeloid diff 2	i	i	i	i	i	i	i	i
Myeloid diff 2 GFP+ MAC1+ %	0.3	0.3	5.4	0.9	0.8	0.5	0.1	0.4
Ins promoter up	·	0.79	0.38	3.3*	0.22	0.28	-0.39	-1.4
Ins promoter up cell count	·	1511	1210	781*	1516	1205	1102	1207
MT stabilizer	1.5	2.8	3.5	1.0	2.2	2.0	·	3.0
MT stabilizer Hoechst-high %	1.6	1.6	1.7	1.0	1.4	2.7	·	0.8
MT stabilizer cytotoxicity %	6.1	7.3	2.4	4.1	9.6	12	·	6.4

The last 2 records of the part above open the next one.
7. CC(=O)N1CCC(=NNc2ccc(S(N)(=O)=O)cc2[N+](=O)[O-])CC1
8. CC(C)(C)NC(=O)COC(=O)c1ccc(F)cc1Cl
9. O=C1CC(N2CCC(O)(c3ccc(Br)cc3)CC2)C(=O)N1c1ccc(Cl)cc1 (stereo not drawn)
10. CCOC(=O)c1ccc2ncc(C(=O)OCC)c(Nc3ccc(N4CCOCC4)cc3)c2c1
11. Nc1c(-c2cccc(Cl)c2)cnn1-c1cccc([N+](=O)[O-])c1
12. CCc1ccc(C(=O)COC(=O)c2cc([N+](=O)[O-])ccc2NCCO)cc1
13. CCC(C)(C(=O)NC1CCCCC1)N(C(=O)C1CCC(=O)N1)c1ccc(C)cc1 (stereo not drawn)
14. CCCC(=O)OC/C(O)=C(\C#N)c1nc2ccccc2[nH]1
15. CCCNC(=O)/C(=C/c1cn(S(=O)(=O)N(C)C)c2ccccc12)NC(=O)c1ccc(OC)cc1
16. CC(C)CCNC(=O)CCCOc1cc(=O)n(C)c2ccccc12

compound no.	7	8	9	10	11	12	13	14	15	16
T cell HTS	i	i	i	i	i	i	i	i	i	i
T cell HTS vesicle-bound %	20	35	5	34	40	29	30	49	8	47
Dynein transport	-0.17	-0.13	-1.2	-0.74	-0.44	0.61	-0.97	0.03	-0.47	0.36
Dynein transport cytoplasmic EGFP	-0.26	-0.22	-0.31	-0.12	-0.23	-0.28	-0.24	-0.2	-0.26	-0.065
Dynein transport nuclear GR-EGFP	-0.055	-0.19	-0.74	-0.49	-0.55	0.29	-0.27	0.21	-0.33	0.017
Dynein transport cell count	-0.33	0.24	0.76	0.19	0.4	-0.84	0.84	-0.12	0.59	0.025
Hep lipid drop	0	-12	-14	18	·	13	5	0	-9	·
Hep lipid drop cells 6.5 µM	714	702	629	649	·	622	764	715	688	·
PMI inhibitors	·	-24%	-4%	23%	16%	5%	4%	3%	17%	-1%
b-catenin transl	1.4	-1.3	-1.9	-2.7	·	2.5	-1.4	-3.8	-0.5	2.9
b-catenin transl cell count 5 µM	1281	1188	983	544	·	935	1120	1100	1117	1448
TNAP activators	·	1.1	1.1	1	1	1	1.1	1.1	1	1.1
Myeloid diff 2	i	i	i	i	i	i	i	i	i	i
Myeloid diff 2 GFP+ MAC1+ %	0.1	0.4	1.0	0.1	0.6	0.4	1.3	0.5	0.6	0.5
Ins promoter up	-0.39	-1.4	0.02	-1.9	·	-2.7	-0.29	0.68	0.7	-0.7
Ins promoter up cell count	1102	1207	1267	982	·	1141	1223	1518	1033	1110
MT stabilizer	·	3.0	3.1	2.1	0.9	3.5	5.9	3.5	4.9	1.9
MT stabilizer Hoechst-high %	·	0.8	2.7	2.9	1.0	2.1	1.2	1.1	1.8	2.6
MT stabilizer cytotoxicity %	·	6.4	12	16	8.0	2.4	8.2	3.2	5.7	3.2

17. CCOC(=O)c1c(C)[nH]c(C(=O)COC(=O)CNC(=O)C2CCCCC2)c1C
18. Cc1cccc(C(=O)N(Cc2nc3ccccc3c(=O)[nH]2)C2CCCC2)c1
19. O=C(Cn1cc2c(n1)CCCC2)NCc1ccccn1
20. O=C(Cn1cc(/C=N/O)c2ccccc21)N1CCOCC1
21. Cc1nnc(C)n1N
22. CCCNC(=O)CS(=O)Cc1nc(-c2ccccc2C)oc1C (stereo not drawn)
23. CCOC(=O)c1c(-c2ccccc2)csc1NC(=O)CSc1nncs1
24. CCSc1nc2c(c(=O)[nH]1)C(c1cccnc1)C(C(=O)OC)=C(C)N2 (stereo not drawn)

compound no.	17	18	19	20	21	22	23	24
T cell HTS	i	i	i	i	i	i	i	i
T cell HTS vesicle-bound %	32	62	59	40	45	31	31	38
Dynein transport	3.6	-0.097	-0.01	-0.19	-0.88	0.16	-0.15	2.6
Dynein transport cytoplasmic EGFP	0.36	-0.31	-0.21	-0.21	0.4	-0.2	-0.28	-0.18
Dynein transport nuclear GR-EGFP	2.8	0.25	0.21	0.034	-0.12	0.098	-0.3	1.3
Dynein transport cell count	-1	0.29	-0.013	0.26	0.34	-0.041	0.36	-0.048
Hep lipid drop	-12	-29	5	3	-2	·	-10	6
Hep lipid drop cells 6.5 µM	749	705	629	737	692	·	634	767
PMI inhibitors	2%	1%	15%	-4%	-6%	35%	18%	5%
b-catenin transl	-4.7	-0.3	-3.1	-4.7	0.3	·	0.1	·
b-catenin transl cell count 5 µM	1150	1100	1163	1208	1085	·	1092	·
TNAP activators	1	1	1.1	1.1	1.1	1.1	1	1.1
Myeloid diff 2	i	i	i	i	i	i	i	i
Myeloid diff 2 GFP+ MAC1+ %	0.9	0.3	2.6	1.4	0.5	2.0	1.4	2.9
Ins promoter up	-0.13	-0.28	-0.52	0.16	0.02	0.12	-1.6	·
Ins promoter up cell count	1103	1430	2029	1201	1273	878	1329	·
MT stabilizer	11	·	4.1	1.8	2.6	2.6	3.4	3.1
MT stabilizer Hoechst-high %	3.7	·	2.4	1.7	2.7	4.9	3.3	3.3
MT stabilizer cytotoxicity %	4.3	·	3.1	2.5	8.8	9.7	11	21

25. CCCCCCc1cc2cc(C(=O)Nc3ccccc3OC)c(=O)oc2cc1O
26. COCCNC(=O)C1CC(=O)N(c2ccc(F)c(Cl)c2)C1 (stereo not drawn)
27. Cc1ccc(Cl)cc1NC(=O)COC(=O)C1CC1
28. Cc1ccc(NC(=O)c2sc(N)nc2-c2ccccc2)cc1C

compound no.	25	26	27	28
T cell HTS	i	i	i	i
T cell HTS vesicle-bound %	51	34	62	43
Dynein transport	-0.51	0.48	2.5	-0.65
Dynein transport cytoplasmic EGFP	-0.23	-0.21	-0.21	-0.4
Dynein transport nuclear GR-EGFP	-0.5	0.49	1.2	-0.048
Dynein transport cell count	0.74	0.0077	-0.23	-0.32
Hep lipid drop	-14	·	-14	-9
Hep lipid drop cells 6.5 µM	557	·	722	685
PMI inhibitors	-1%	·	-2%	13%
b-catenin transl	1.3	·	-4.1	-3.9
b-catenin transl cell count 5 µM	873	·	1164	1066
TNAP activators	0.8	·	1.1	1
Myeloid diff 2	i	i	i	i
Myeloid diff 2 GFP+ MAC1+ %	0.6	1.6	0.0	0.3
Ins promoter up	-0.3	·	0.15	1.2
Ins promoter up cell count	1240	·	1555	1191
MT stabilizer	3.8	2.0	1.6	0.3
MT stabilizer Hoechst-high %	2.5	4.0	0.9	3.4
MT stabilizer cytotoxicity %	3.2	6.2	9.7	11

Compounds were not picked by outcome. About 3% of those tested had a hit in this group.
